Compound activity deposited in PubChem BioAssay by National Center for Advancing Translational Sciences (NCATS).
BLM helicase inh – blocks DNA unwinding by human BLM helicase. recombinant BLM DNA unwinding, fluorescence dequenching. P54132. Potency, µM (highest dose often 56.1 µM), without a hit: at the top dose activity change, negative = inhibition, usual class: inhibitors. hit rate 0.2% among 350,000. AID 2528; active means well fitted inhibition curve with a large enough effect;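 further: plate controls were vehicle for no effect and no enzyme for full effect; nearly all actives have a fitted effect of over 35% in size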
Target sequence (P54132 whole entry, looked up): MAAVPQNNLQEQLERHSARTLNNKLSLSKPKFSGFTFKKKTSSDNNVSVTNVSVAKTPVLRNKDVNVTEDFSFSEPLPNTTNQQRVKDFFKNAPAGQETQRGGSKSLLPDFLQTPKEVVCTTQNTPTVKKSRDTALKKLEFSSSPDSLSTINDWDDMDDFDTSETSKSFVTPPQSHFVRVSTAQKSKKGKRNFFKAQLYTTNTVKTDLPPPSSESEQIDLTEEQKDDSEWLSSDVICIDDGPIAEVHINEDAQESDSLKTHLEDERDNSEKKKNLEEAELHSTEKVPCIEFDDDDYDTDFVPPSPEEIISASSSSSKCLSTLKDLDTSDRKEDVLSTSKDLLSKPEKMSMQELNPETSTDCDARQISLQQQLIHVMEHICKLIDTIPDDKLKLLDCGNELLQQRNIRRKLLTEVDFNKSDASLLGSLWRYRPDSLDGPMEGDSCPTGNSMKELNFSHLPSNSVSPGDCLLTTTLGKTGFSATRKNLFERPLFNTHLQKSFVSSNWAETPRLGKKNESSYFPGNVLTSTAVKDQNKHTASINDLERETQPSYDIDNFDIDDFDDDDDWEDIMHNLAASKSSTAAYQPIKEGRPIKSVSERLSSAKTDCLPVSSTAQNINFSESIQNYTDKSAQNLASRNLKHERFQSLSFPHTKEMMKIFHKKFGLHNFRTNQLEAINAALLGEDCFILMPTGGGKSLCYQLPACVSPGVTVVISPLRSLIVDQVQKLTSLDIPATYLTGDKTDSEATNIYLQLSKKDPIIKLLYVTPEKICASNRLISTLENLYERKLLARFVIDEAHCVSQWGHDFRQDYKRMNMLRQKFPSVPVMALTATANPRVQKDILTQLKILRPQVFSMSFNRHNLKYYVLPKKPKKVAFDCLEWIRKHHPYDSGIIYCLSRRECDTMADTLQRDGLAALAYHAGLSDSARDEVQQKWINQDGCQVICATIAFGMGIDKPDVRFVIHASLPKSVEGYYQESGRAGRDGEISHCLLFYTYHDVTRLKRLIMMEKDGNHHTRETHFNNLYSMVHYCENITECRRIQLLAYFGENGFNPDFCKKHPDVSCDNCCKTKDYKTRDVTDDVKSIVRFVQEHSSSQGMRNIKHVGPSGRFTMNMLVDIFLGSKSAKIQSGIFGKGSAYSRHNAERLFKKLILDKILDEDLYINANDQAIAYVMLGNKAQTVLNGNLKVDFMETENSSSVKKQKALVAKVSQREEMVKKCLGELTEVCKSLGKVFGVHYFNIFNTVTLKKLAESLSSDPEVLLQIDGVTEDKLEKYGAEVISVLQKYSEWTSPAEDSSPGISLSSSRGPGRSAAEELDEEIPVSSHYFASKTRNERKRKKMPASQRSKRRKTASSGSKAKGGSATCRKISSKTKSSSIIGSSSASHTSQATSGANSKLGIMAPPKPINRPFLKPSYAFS
Starred values were filed as active, the others as inactive; & = joins results of further samples; [ ] = another dose, or the depositor's remark. Potency means the concentration at half of the fitted maximal effect. A portion of the library; rates above refer to the full screens.

SMILES,BLM helicase inh
C=CCCC/C=C(/C)C(OCc1ccc(OC)cc1)C(CC/C=C(\C)C(N)=O)OC (configuration not stated),-3%[12.4 µM]
COc1ccc(O[C@H]2C=C[C@@H](c3ccccc3)O[C@H]2COC(=O)NCc2cccc3ccccc23)cc1,-2%[12.4 µM]
Nc1ccccc1Oc1ccccc1,-2%
CCCCc1nc2c(c3c1CC(C)OC3)CN(CCOc1ccccc1)CC2 (configuration not stated),1%[12.4 µM]
FC(F)(F)c1ccc(CN2C[C@@H]3C(c4ccc(C(F)(F)F)cc4)C4(c5ccccc5)CC3(C4)[C@H]2c2ccccc2)cc1 (some centres not stated),-5%
C=CCN1c2ccccc2[C@]23C[C@@H](C(=O)OC)N(C(=O)COCc4ccccc4)C2=NC(C(=O)OC)=C(C(=O)OC)[C@H]13,-5%[12.4 µM]
COc1ccccc1-c1cncnc1NCCN1CCOCC1,-1%
CCN1C(=O)[C@H]2[C@H]3[C@H](O)[C@H](O)C/C(=N/O[C@@H](C)c4cn([C@H](CO)Cc5ccccc5)nn4)[C@@H]3CC[C@@H]2C1=O,1%&4%[12.4 µM]
CCOC(=O)/C=C/CCC/C=C/C(=O)c1ccccc1,-3%
CCOC(=O)N/N=C1/C[C@@H](O)[C@@H](O)[C@@H]2[C@@H]3C(=O)N(Cc4ccc5c(c4)OCO5)C(=O)[C@H]3CC[C@H]12,4%[12.4 µM]
CCC1=C2CC[C@H]3C(=O)NC(=O)[C@H]3[C@H]2[C@@]2(C)C(=O)N(CC3CC3)C(=O)N2C1=O,6%
CCC/C=C/C(C)O (configuration not stated),3%
COC(=O)[C@@]1(Cc2ccc(F)cc2)[C@H]2c3cc(C(=O)N(C)C)n(CCc4ccc(O)c(O)c4)c3C[C@H]2CN1C(=O)c1ccccc1,-3%
CCCCCCCCC(=O)NCc1cc(OC)c(O)cc1I,-6%
CCCCCCC(=O)Cc1cc(OC)c(OC)cc1/C=C(/C(C)=O)C(=O)OC,0%[12.4 µM]
CC(=O)OC[C@@H]1O[C@H](C/C=N\O[C@@H](C)c2cn([C@H]3COC[C@H]3O)nn2)C=C[C@@H]1OC(C)=O,1%[12.4 µM]
C[C@]12O[C@H]1[C@@H](O)C(Br)=C(CO)[C@H]2O,3%
CC1(C)OC(C(O)(c2cc(C(F)(F)F)cc(C(F)(F)F)c2)c2cc(C(F)(F)F)cc(C(F)(F)F)c2)C(C(O)(c2cc(C(F)(F)F)cc(C(F)(F)F)c2)c2cc(C(F)(F)F)cc(C(F)(F)F)c2)O1 (configuration not stated),0%[12.4 µM]
Cc1nc(N=Nc2cc([N+](=O)[O-])ccc2Cl)c(COP(=O)(O)O)c(C=O)c1O,0%
CCSC[C@H](NC(=O)[C@H](C)NC(=O)[C@@H](N)Cc1ccc(O)cc1)C(=O)N[C@@H](CC(=O)O)C(=O)N[C@H](C(=O)N[C@@H](C)C(=O)N[C@H](C(=O)N[C@@H](CSCC)C(=O)N[C@H](C(=O)N[C@H](C(=O)N[C@@H](Cc1cnc[nH]1)C(=O)N[C@@H](CCCNC(=N)N)C(=O)N[C@@H](CC(C)C)C(=O)N[C@@H](C)C(=O)NCC(=O)N[C@@H](CC(C)C)C(=O)N[C@@H](CC(C)C)C(=O)N[C@@H](CO)C(=O)N[C@@H](CCCNC(=N)N)C(=O)N[C@@H](CO)C(=O)NCC(=O)NCC(=O)N[C@H](C(=O)N[C@H](C(=O)N[C@@H](CCCCN)C(=O)N[C@@H](CC(N)=O)C(=O)N[C@@H](CC(N)=O)C(=O)N[C@@H](Cc1ccccc1)C(=O)N[C@H](C(=O)N1CCC[C@H]1C(=O)N[C@H](C(=O)N[C@@H](CC(N)=O)C(=O)N[C@H](C(=O)NCC(=O)N[C@@H](CO)C(=O)N[C@@H](CCCCN)C(=O)N[C@@H](C)C(=O)N[C@@H](Cc1ccccc1)C(N)=O)C(C)C)[C@@H](C)O)C(C)C)C(C)C)C(C)C)[C@@H](C)O)C(C)C)[C@@H](C)O)[C@@H](C)O,3%
CS(=O)(=O)Nc1cccc(-c2nc(Nc3ccc(F)cc3)c3ccccc3n2)c1,-9%
C=CCNC(=O)c1cc([N+](=O)[O-])cc2c(=O)[nH]c(Nc3ccc(Cl)c(Cl)c3)nc12,-19%
CNc1ccnc(-c2ccccc2CN(C)C)n1,-2%
COC(=O)c1ccc(C(NC(=O)OCc2ccccc2)/C(C)=C/[C@@H](C)C(=O)NCCO)cc1 (some centres not stated),-18%
COC(=O)[C@@]1(Cc2ccc(F)cc2)[C@H]2c3cc(C(=O)N(C)C)n(Cc4ccc(O)c(OC)c4)c3C[C@H]2CN1C(=O)c1ccccc1,-8%
COC(=O)C1(C(=O)OC)CC(CO)C(=O)[C@H]1c1ccccc1 (some centres not stated),3%&4%
CCCCc1cc2c(cn1)=C(OC(=O)c1ccc(Cl)nc1)C(C)(OC(=O)CC)C(=O)C=2 (configuration not stated),-9%[12.4 µM]
CC[C@H](C)[C@H](NC(=O)[C@H](Cc1cnc[nH]1)NC(=O)[C@@H](NC(=O)[C@H](CCCNC(=N)N)NC(=O)[C@H](CCCCN)NC(=O)[C@H](CCCNC(=N)N)NC(=O)[C@H](CCCCN)NC(=O)[C@@H](N)CC(N)=O)[C@@H](C)CC)C(=O)NCC(=O)N1CCC[C@H]1C(=O)NCC(=O)N[C@@H](CCCNC(=N)N)C(=O)N[C@@H](C)C(=O)N[C@@H](Cc1ccccc1)C(=O)N[C@@H](Cc1ccc(O)cc1)C(=O)N[C@H](C(=O)N[C@H](C(=O)N[C@@H](CCCCN)C(=O)N[C@@H](CC(N)=O)C(=O)N[C@H](C(=O)N[C@H](C(=O)NCC(=O)N[C@H](C(=O)N[C@H](C(=O)N[C@@H](CS)C(=O)O)[C@@H](C)CC)[C@@H](C)O)[C@@H](C)CC)[C@@H](C)CC)[C@@H](C)O)[C@@H](C)O,7%
COC(=O)NC(c1ccccc1)c1c[nH]c2ccc(OC)cc12 (configuration not stated),-6%
CC(=O)/C(C)=N\O,5%

4 entries from above, field by field:
compound: CCC1=C2CC[C@H]3C(=O)NC(=O)[C@H]3[C@H]2[C@@]2(C)C(=O)N(CC3CC3)C(=O)N2C1=O
- BLM helicase inh: 6%

compound: CCC/C=C/C(C)O (configuration not stated)
- BLM helicase inh: 3%

compound: COC(=O)[C@@]1(Cc2ccc(F)cc2)[C@H]2c3cc(C(=O)N(C)C)n(CCc4ccc(O)c(O)c4)c3C[C@H]2CN1C(=O)c1ccccc1
- BLM helicase inh: -3%

compound: CCCCCCCCC(=O)NCc1cc(OC)c(O)cc1I
- BLM helicase inh: -6%

Later entries
SMILES,BLM helicase inh
CC[C@@H](c1ccccc1)n1c(=O)n2n(c1=O)[C@H]1[C@H](O)[C@H]3O[C@@H]3/C(=N/OC[C@@H](O)COCc3ccco3)[C@@H]1CC2,0%[12.4 µM]
CC[C@H](C)[C@H](NC(=O)CNC(=O)[C@H](C)NC(=O)[C@H](C)N)C(=O)NCC(=O)N[C@H](C(=O)N[C@@H](CC(C)C)C(=O)N[C@H](C(=O)N[C@H](C(=O)O)C(C)C)[C@@H](C)O)[C@@H](C)CC,-3%
COc1ccc(O[C@H]2C=C[C@@H](c3ccccc3)O[C@H]2CO/N=C(/C)CCC(=O)OC[C@@H]2O[C@H](c3ccccc3)C=C[C@@H]2Oc2ccc(OC)cc2)cc1,1%[12.4 µM]
CC(C)=CCC/C(C)=C/CC/C(C)=C/CC/C(C)=C/CC/C(C)=C/CC/C(C)=C/CC/C(C)=C/CC/C(C)=C/CC/C(C)=C/CO,-13%&-13%
Nc1ccccc1C(=O)CC(N)C(=O)O (configuration not stated),6%&5%
OC[C@@H]1O[C@@H](n2cnc3c(NC4CCCC4)ncnc32)[C@H](O)[C@H]1O,0%
CCc1cc2c(nc1CC)CCN(CC/C(C)=N/O[C@@H](C)CN1CCCc3nc(C)c(C)cc31)C2,-12%[12.4 µM]
COC(=O)C(C(=O)OC)[C@@H]1c2ccccc2[C@H]2C(=C[C@@H](C)[C@H]3C(=O)N(c4ccccc4)C(=O)[C@H]32)N1C(=O)OC,4%[12.4 µM]
C=CCOC(=O)N[C@H](/C(C(=O)OC)=C(\C)NCc1ccccc1)c1cccc(F)c1,-10%
O=C(N/N=C1/C[C@@H](O)[C@@H](O)[C@@H]2[C@@H]3C(=O)N(Cc4ccc5c(c4)OCO5)C(=O)[C@H]3CC[C@@H]12)OCc1ccccc1,1%[12.4 µM]
Cc1cc(=O)oc2cc(O)c(O)cc12,-13%
COc1cc(-c2oc3cc(O)cc(O)c3c(=O)c2O[C@@H]2O[C@H](CO)[C@@H](O)[C@H](O)[C@H]2O)cc(OC)c1O,5%
COc1ccc(C2c3cc(OC)c(OC)cc3Cc3c4cc(OC)c(OC)cc4cc[n+]32)cc1OC (configuration not stated),119%[activator]
COC(=O)[C@H](Cc1ccccc1)NC(=O)C/C=C\[C@@H](C)[C@@H](CO)OC,-5%[12.4 µM]
COC(=O)C1=C(C)N(Cc2ccccc2)C2=C3C(=O)N(C)C(=O)C3[C@@](O)(C(=O)OC)C(=O)N2C1c1ccccc1 (some centres not stated),4%&-1%[12.4 µM]
COc1ccc(COC(=O)N/N=C2/C[C@@H](O)[C@@H](O)[C@@H]3[C@@H]4C(=O)N(C5CCCCC5)C(=O)[C@H]4CC[C@H]23)cc1,0%[12.4 µM]
CCOC(=O)CCN1C(=O)[C@H]2[C@H]3[C@H](O)[C@H](O)C/C(=N/OCC(C)C)[C@@H]3CC[C@@H]2C1=O,-1%[12.4 µM]
O=C1[C@H]2[C@H]3[C@H](O)[C@H](O)C/C(=N/OCc4ccccc4)[C@@H]3CC[C@@H]2C(=O)N1C[C@@H]1CCCO1,0%[12.4 µM]
C[C@H]1Cc2c(-c3ccccc3)nc3c(c2CO1)CN(C(=O)c1cc(I)ccc1F)CC3,-6%[12.4 µM]
COC(=O)c1nnc(SC)nc1C(=O)OC,-8%
O=C(O)c1ccc(NS(=O)(=O)c2ccsc2C(=O)O)c(O)c1,6%
CC(C)[C@@H]1NC(=O)[C@@H](Cc2ccccc2)NC(=O)[C@H](CC(=O)O)NC(=O)CNC(=O)[C@H](CCCN=C(N)N)NC1=O,2%
COc1ccc(COC(=O)N/N=C2/C[C@@H](O)[C@@H](O)[C@@H]3[C@@H]4C(=O)N([C@@H](C)c5ccccc5)C(=O)[C@H]4CC[C@@H]23)cc1,4%[12.4 µM]
CC(C)(C)OC(=O)NCCCCC1=CC2=CC(=O)C(C)(OC(=O)c3cccs3)C(=O)C2=CO1 (configuration not stated),-1%
O=C(/C=C/c1ccc(O)c(O)c1)c1ccc(O)cc1O,-8%
O=C(O)c1sccc1S(=O)(=O)Nc1ccccc1N1CCCCC1,4%
C=CC1=C2C=C(C3CC3)N(CCOC)C=C2C(=O)C(C)(OC(=O)c2ccco2)C1=O (configuration not stated),-5%[12.4 µM]
COCC1=Cc2cc3c(cc2C(C(C(=O)OC)C(=O)OC)N1C(=O)OC)OCO3 (configuration not stated),-1%
C/C=C(\C)C(=O)O[C@H]1C[C@@]2(C)CCC(C(C)C)C2(O)CC[C@@]1(C)O (some centres not stated),-1%
CCCCCC1=C2CNC(Cc3ccccc3)(C(=O)OC)C=C2C(C)C1=O (configuration not stated),-8%
C[C@]1(C(=O)NCC2CC2)C=C[C@@H](Cc2ccccc2)N1C(=O)c1ccccc1,2%
CCC1=C(OC(=O)N(CC)CC)N2C(=O)OC(=NCCOC)[C@]2(C)[C@H]2C1=CC[C@H]1C(=O)N(C)C(=O)[C@H]12,-2%
CC[C@H](NC(=O)[C@H](CCC(=O)O)NC(=O)[C@H](CCC(=O)O)NC(=O)[C@H](CC(=O)O[S+](=O)([O-])c1cccc2c(NCCN)cccc12)NC(=O)[C@H](CCC(=O)O)NC(=O)[C@H](CC(=O)O)NC(C)=O)C(=O)ON[C@@H](C)C(=O)N[C@@H](CO)C(=O)N[C@@H](CCCCNC(=O)c1ccc(N=Nc2ccc(N(C)C)cc2)cc1)C(N)=O,-4%
CN(C)Cc1ccccc1-c1cc(Nc2ccccc2)ncn1,-1%
CCCC[C@@H]1C[C@H]1[C@@H](NP(=O)(c1ccccc1)c1ccccc1)c1ccccc1OC,-3%
COC(=O)CC1c2ccccc2C(Cc2ccc(OC)cc2)C(C)N1C(=O)OC (configuration not stated),0%[12.4 µM]
CCCCOC(OCCCC)[C@H](O)CSc1ccc2ccccc2c1,-9%[12.4 µM]
CCN1C(=O)[C@H]2[C@H]3[C@H](O)[C@H](O)C/C(=N/NC(=O)OCc4ccc(OC)cc4)[C@H]3CC[C@@H]2C1=O,2%[12.4 µM]
O=C(O)c1ccccc1O[C@@H]1O[C@H](C(=O)O)[C@@H](O)[C@H](O)[C@H]1O,-1%
COc1cccc([C@@H]2Oc3ccc(OC)cc3/C(=N/OC[C@@H](C)[C@H](OCc3ccccc3)C(C)C)[C@@H]2O)c1,-3%[12.4 µM]
O=C(NCCCN1CCCCCC1)[C@@H](c1ccccc1)C1CCCCC1,-6%
C[C@@H](O)CCC[C@H](O)/C=C/[C@@H]1[C@@H](C/C=C\CCCC(=O)O)[C@@H](O)C[C@H]1O,0%
C=CCOC(=O)C(C(C)=O)C(NC(=O)OC)c1ccco1 (configuration not stated),-1%[12.4 µM]
COC(=O)[C@@]1(Cc2ccccc2)[C@H]2c3cc(C(=O)N(C)C)n(Cc4c(CO)[nH]cc(C)c4=O)c3C[C@H]2CN1C(=O)c1ccccc1,3%
CC(C)=CCC/C(C)=C/CO/N=C1/[C@H]2O[C@@H]2[C@@H](O)[C@H]2[C@H]1CCn1c(=O)n(C)c(=O)n12,2%[12.4 µM]
